Assay outcomes deposited in PubChem by National Center for Advancing Translational Sciences (NCATS).
BAZ2B inh – qHTS Assay for Inhibitors of BAZ2B | Bromodomain adjacent to zinc finger domain protein 2B (Homo sapiens), Q9UIF8 | AlphaScreen BAZ2B-H3K14Ac peptide displacement | Potency, µM (doses to about 114 µM), for the others: at the highest dose activity change, negative = inhibition, hits mostly inhibitors | 360,000 tested, 4.4% active; also: % is scaled to controls: 0 for no effect and ±100 for the full control effect; nearly all actives have a fitted effect of over 60% in size
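BAZ2B 50 nM plus b-H3(5-23)K14Ac 50 nM, PBS pH 7.4/0.01% Tween-20, 30 min RT; compound added (max 110 uM), 30 min RT; streptavidin donor/Ni-chelate acceptor beads 10 ug/mL final, 20 min dark; AlphaScreen read.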
BLM helicase inh – qHTS Assay for Inhibitors of Bloom's syndrome helicase (BLM). RecQ-like DNA helicase BLM (Homo sapiens), P54132. recombinant BLM DNA unwinding, fluorescence dequenching. Potency, µM (series often up to 56.1 µM), without a hit: at the highest dose activity change, negative = inhibition, actives largely listed as inhibitors. 350,000 tested, 0.2% active. AID 2528, 2010;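 also: plate controls were vehicle for no effect and no enzyme for full effect; nearly all actives have a fitted effect of over 35% in size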
Target sequence (P54132 whole entry, looked up): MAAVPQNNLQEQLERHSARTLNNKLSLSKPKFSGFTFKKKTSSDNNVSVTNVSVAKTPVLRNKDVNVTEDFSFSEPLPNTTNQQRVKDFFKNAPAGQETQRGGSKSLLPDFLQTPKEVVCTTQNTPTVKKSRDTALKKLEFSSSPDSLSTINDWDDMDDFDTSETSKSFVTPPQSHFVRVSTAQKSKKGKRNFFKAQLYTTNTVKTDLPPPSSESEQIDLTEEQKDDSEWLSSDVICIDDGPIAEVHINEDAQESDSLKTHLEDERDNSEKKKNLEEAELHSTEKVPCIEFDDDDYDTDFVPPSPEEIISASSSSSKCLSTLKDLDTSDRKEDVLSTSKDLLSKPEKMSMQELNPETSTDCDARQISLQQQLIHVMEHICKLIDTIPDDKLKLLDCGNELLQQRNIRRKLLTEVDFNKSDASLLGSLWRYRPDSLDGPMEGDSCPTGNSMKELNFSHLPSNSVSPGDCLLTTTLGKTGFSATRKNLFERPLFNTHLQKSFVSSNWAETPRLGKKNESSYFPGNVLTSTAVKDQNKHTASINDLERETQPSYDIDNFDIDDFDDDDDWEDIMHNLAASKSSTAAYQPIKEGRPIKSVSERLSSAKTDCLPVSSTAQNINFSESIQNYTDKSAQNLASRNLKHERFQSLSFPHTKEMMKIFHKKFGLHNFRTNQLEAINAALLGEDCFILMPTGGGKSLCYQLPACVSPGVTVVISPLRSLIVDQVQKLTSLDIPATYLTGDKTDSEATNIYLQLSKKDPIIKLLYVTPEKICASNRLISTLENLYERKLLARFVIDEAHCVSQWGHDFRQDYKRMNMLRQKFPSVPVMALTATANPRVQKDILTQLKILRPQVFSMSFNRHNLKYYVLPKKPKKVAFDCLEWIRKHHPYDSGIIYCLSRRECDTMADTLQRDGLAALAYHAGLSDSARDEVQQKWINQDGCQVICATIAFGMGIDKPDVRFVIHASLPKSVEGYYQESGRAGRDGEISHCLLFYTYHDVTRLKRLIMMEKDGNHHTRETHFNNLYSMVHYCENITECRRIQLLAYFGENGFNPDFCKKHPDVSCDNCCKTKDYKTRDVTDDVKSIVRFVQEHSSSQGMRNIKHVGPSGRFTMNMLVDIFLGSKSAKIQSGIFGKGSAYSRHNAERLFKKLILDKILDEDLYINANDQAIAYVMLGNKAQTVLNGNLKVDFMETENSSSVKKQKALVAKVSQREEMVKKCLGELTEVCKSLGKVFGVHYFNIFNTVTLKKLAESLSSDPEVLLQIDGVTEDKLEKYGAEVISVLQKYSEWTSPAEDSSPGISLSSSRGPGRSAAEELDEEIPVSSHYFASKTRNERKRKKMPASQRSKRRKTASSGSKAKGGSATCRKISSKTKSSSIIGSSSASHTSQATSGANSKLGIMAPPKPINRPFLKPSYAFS
POLH inh – qHTS for Inhibitors of Polymerase Eta. recombinant Pol eta, fluorescent DNA replication assay. DNA polymerase eta (Homo sapiens), Q9Y253. AID 588591, 2011. 390,000 tested, 1.2% active. Potency, µM (highest dose often 114 µM), for inactives: at the highest dose activity change, negative = inhibition, actives largely listed as inhibitors; also: % is scaled to controls: 0 for no effect and ±100 for the full control effect
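Pol eta (10 nM) was preincubated with compounds for 15 min at room temperature, after which fluorescent replication substrate (50 nM final) was added to start the reaction. Fluorescence was read kinetically at 0 and 10 min.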
G9a block – qHTS Assay for Inhibitors of Histone Lysine Methyltransferase G9a; Histone-lysine N-methyltransferase EHMT2 (Homo sapiens), Q96KQ7; G9a H3K9 monomethylation, AlphaScreen, 2 h; Potency, µM (series often up to 102 µM), inactives show top-dose activity, negative = inhibition, usual class: inhibitors; 350,000 tested, 8.8% active; AID 504332, 2011; also: % is scaled to controls: 0 for no effect and ±100 for the full control effect; nearly all actives have a fitted effect of over 75% in size
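Chemiluminescent proximity detection of H3K9 monomethylation, read after 10 min bead incubation in the dark. Reaction: 20 nM G9a, 500 nM biotin-H3K9 peptide, 20 uM SAM cofactor, 2 h, room temperature, following 15 min enzyme-compound preincubation.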
Pol beta inh – qHTS Assay for Inhibitors of DNA Polymerase Beta; P06746; Pol beta primer extension/strand displacement, fluorescence kinetic; Potency, µM (doses to about 114 µM), inactives show at the top dose activity change, negative = inhibition, most hits filed as inhibitors; 340,000 tested, 1.3% active; also: % is scaled to controls: 0 for no effect and ±100 for the full control effect
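Pol beta (10 nM) was preincubated with compound for 15 min at room temperature. The reaction was then started with 50 nM substrate and read immediately and after a further 10 min at room temperature.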
Pol kappa inh – qHTS for Inhibitors of Polymerase Kappa. DNA polymerase kappa (Homo sapiens), Q9UBT6. purified Pol kappa, fluorescent DNA synthesis assay, 10 min. Potency, µM (doses to about 107 µM), for inactives: at the top dose activity, negative = inhibition, most hits filed as inhibitors. 400,000 tested, 0.53% active; also: % is scaled to controls: 0 for no effect and ±100 for the full control effect
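Kinetic fluorescence readout at 0 and 10 min followed reaction start with substrate at 50 nM final. Beforehand, enzyme (10 nM Pol kappa) stood 15 min with compound at room temperature; buffer-only wells were negative controls.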
APE1 inh – qHTS Assay for Inhibitors of the Human Apurinic/apyrimidinic Endonuclease 1 (APE1) | 350,000 tested, 0.35% active | recombinant APE1, TAMRA/BHQ-2 abasic DNA cleavage fluorescence | Potency, µM (top dose mostly 65.8 µM), inactives show at the top dose activity change, negative = inhibition, usual class: inhibitors;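 also: plate controls were vehicle for no effect and reference inhibitor for full effect; nearly all actives have a fitted effect of over 55% in size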
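APE1 at 0.75 nM final was preincubated with compound 15 min at room temperature, then 50 nM double-stranded THF abasic-site substrate (5'-TAMRA/3'-BHQ-2) was added. Fluorescence (ex 525/em 598 nm) was read kinetically; third-minus-first read gave activity.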
Apoferritin bind – qHTS Assay for Identification of Novel General Anesthetics; Ferritin light chain (Equus caballus), P02791; apoferritin/1-aminoanthracene competitive binding, fluorescence; Potency, µM (series often up to 77.5 µM), inactives show at the top dose activity change, negative = displacement, hits mostly inhibitors; 350,000 tested, 0.074% active; AID 485281, 2010; also: % is scaled to controls: 0 for no effect and ±100 for the full control effect; nearly all actives have a fitted effect of over 20% in size
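Read-out: endpoint 1-AMA fluorescence, excitation 380 nm and emission 535 nm, after compounds sit 10 min at room temperature with 10 uM horse-spleen apoferritin in 50% saturated 1-AMA/PBS. Values come from four-parameter Hill fits.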
Pol iota inh – qHTS for Inhibitors of Polymerase Iota; DNA polymerase iota (Homo sapiens), Q9UNA4; AID 588590, 2011; Pol iota fluorescent replication assay, 10 min; 390,000 tested, 1% active; Potency, µM (series often up to 115 µM), inactives show at the highest dose activity, negative = inhibition, most hits filed as inhibitors
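Fluorescent replication assay read twice, at 0 min and 10 min after adding 50 nM (final) substrate. Enzyme (10 nM) and compounds were first incubated 15 min at room temperature; enzyme-free buffer wells were negative controls.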
* = called active by the depositor; ? = inconclusive; . = not tested or not shown; & = joins results of further samples; [ ] = dose if it differs, or a comment. Calls follow the shape of the dose curve; as a rule, active = well fitted curve in the direction sought with a large enough effect; inconclusive = small, poorly fitted or top-dose-only effect, or another doubt; inactive = no such curve, though single readings can be large; an effect the other way counts as inactive or inconclusive. Potency is read from the fitted curve at half-maximal effect.

Preview, 4 compounds:
BAZ2B inh	BLM helicase inh	POLH inh	G9a block	Pol beta inh	Pol kappa inh	APE1 inh	Apoferritin bind	Pol iota inh	SMILES
-3.3%	-0.3%	-11.9%	-2.4%	15.6%	9.8%	17.7%	-2.5%	-10.7%	COc1cc(CCC(=O)N2CC(C)OC(C)C2)cc(OC)c1OC (configuration not stated)
-7.1%	-14.1%	-10.6%	6.9%[12.7 µM]	4.0%	-7.7%	-2.3%	-21.7%	67.1%[activator]	CCOC(=O)c1ccc(NC(=O)c2ccc(OC(C)C)c(OC)c2)cc1
-31.3%	-1.5%	-5.0%	?	-1.5%	-9.3%	-10.9%	?	38.8%[activator]	CCn1nnc(NC(=S)NC(=O)c2ccc(-c3cccc(Cl)c3)o2)n1
0.6%	0.5%	-11.2%	28.2µM*	1.5%	-9.7%	0.1%	-7.7%	10.0%	CCCCC(=O)Nc1cccc(NC(=S)NC(=O)C(C)C)c1

The whole of this part (from the top)
BAZ2B inh	BLM helicase inh	POLH inh	G9a block	Pol beta inh	Pol kappa inh	APE1 inh	Apoferritin bind	Pol iota inh	SMILES
-3.3%	-0.3%	-11.9%	-2.4%	15.6%	9.8%	17.7%	-2.5%	-10.7%	COc1cc(CCC(=O)N2CC(C)OC(C)C2)cc(OC)c1OC (configuration not stated)
-7.1%	-14.1%	-10.6%	6.9%[12.7 µM]	4.0%	-7.7%	-2.3%	-21.7%	67.1%[activator]	CCOC(=O)c1ccc(NC(=O)c2ccc(OC(C)C)c(OC)c2)cc1
-31.3%	-1.5%	-5.0%	?	-1.5%	-9.3%	-10.9%	?	38.8%[activator]	CCn1nnc(NC(=S)NC(=O)c2ccc(-c3cccc(Cl)c3)o2)n1
0.6%	0.5%	-11.2%	28.2µM*	1.5%	-9.7%	0.1%	-7.7%	10.0%	CCCCC(=O)Nc1cccc(NC(=S)NC(=O)C(C)C)c1
-38.3%	2.0%	-1.5%	?	-3.8%	-15.0%	-1.9%	-18.5%	7.0%	O=C(CSc1ncnc2nc[nH]c12)N1CCN(c2ccc(Cl)cc2)CC1
.	.	-24.3%	.	.	-9.4%	-11.5%	.	11.5%	COc1ccc2[nH]c3c(c2c1)CCN1C(=O)C(CC(=O)NCc2cccc(C(F)(F)F)c2)C[C@H](C(=O)N2CCCCC2)[C@@]31C (some centres not stated)
1.3%	-9.3%	-8.8%	9.1%[59 µM]	0.8%	-12.4%	1.3%	-6.2%	-7.9%	COC(=O)COc1ccc(S(=O)(=O)N2CCN(c3ccc(F)cc3)CC2)cc1
7.0%	-7.9%	-1.5%	-9.9%[2.33 µM]	-18.0%	-25.8%	-6.1%	-11.3%	-17.6%	CC(=O)c1ccc(S(=O)(=O)N2CCN(S(=O)(=O)c3ccccc3C(F)(F)F)CC2)cc1
-14.8%	-0.3%	-10.7%	-26.3%[59 µM]	7.1%	-16.2%	.	-0.3%	16.8%	Cc1ccc(NC(=O)CN2C(=O)COc3ccc(S(=O)(=O)N4CCCCCC4)cc32)c(C)c1
?	2.0%	-12.4%	19.9%[59 µM]	5.5%	-1.7%	13.2%	-10.7%	34.0%[activator]	CC1=NN(C(=O)c2ccccc2C)C(O)(c2ccc(Cl)cc2)C1 (configuration not stated)
-4.7%	-5.3%	?	58.2%[activator][59 µM]	3.5%	-18.4%	?	7.2%	17.1%	COc1ccc(-c2nnc(Nc3ccc(CC(N)=O)cc3)c3ccccc23)cc1
-37.3%	-0.3%	5.5%	.	5.3%	0.5%	-8.2%	?	-0.7%	Cc1ccccc1Cc1c(C)nc2nc(SCC(=O)NCc3ccco3)nn2c1C
?	-1.8%	?	-28.9%[59 µM]	50.1µM*	-2.1%	-3.1%	-12.0%	-25.0%	CCCC(=O)Nc1ccc(C(=O)NNC(=O)COc2ccc(Br)c(C)c2)cc1
-6.0%	0.0%	-15.5%	?	-9.8%	-6.0%	-2.7%	-4.4%	16.4%	CCCn1c(CNC(=O)Cc2ccccc2)nc2ccccc21
-3.9%&1.0%	-1.2%&-3.3%	-15.0%	6.8%[59 µM]	3.1%&26.4%	12.9%&-7.9%	-4.3%	-3.5%&5.7%	62.0%&-0.2%[activator]	CCOc1cc(CNC(=O)CCCn2c(=O)c3cccn3c3cccnc32)cc(OCC)c1OCC
-13.7%	4.6%	-13.3%	22.0%[0.501 µM]	2.7%	4.5%	-6.9%	-11.2%	-1.5%	NNc1nc(-c2ccccc2Cl)nc2ccccc12
-16.6%	-3.9%	-10.3%	-36.5%	0.9%	6.7%	-0.3%	?	22.1%	O=C(CNC(=O)c1cccc(F)c1)N/N=C/C=C/c1ccccc1
-0.6%	1.8%	10.5%	7.4%	-8.6%	-4.2%	56.8%	-1.4%	16.0%	Cc1cccc(OCC(=O)NCCCNC(=O)c2ccc(C)nc2)c1
23.9%	-3.9%	-13.8%	17.6%[59 µM]	2.9%	3.6%	.	13.7%	29.9%	CCN(CC)C(=O)Cn1ncc2c([nH]c3ccccc32)c1=O
3.9%	-10.1%	-13.7%	26.8%[59 µM]	3.7%	-4.8%	9.8%	4.6%	61.7%[activator]	CC(C1CC1)N(Cc1ccccc1)C(=S)Nc1cccc(C(F)(F)F)c1 (configuration not stated)
-6.1%	-6.2%	-12.7%	6.4%[59 µM]	8.9%	-8.0%	-8.1%	?	3.3%	COc1ccc(Oc2ccccc2/C=N/O)cc1
-14.3%	-4.5%	-5.8%	9.3%	34.9%	-6.4%	15.9%	-11.7%	6.1%	Nc1nc(NCC(=O)O)nc(NC2CCCCC2)c1[N+](=O)[O-]
?	-6.2%	-8.1%	?	-1.6%	-3.3%	2.1%	-12.6%	-13.0%	COc1ccc(C(=O)CSc2nnc(-c3ccccn3)n2Cc2ccco2)cc1
-0.1%	-0.6%	2.1%	?	-11.4%	-7.7%	6.3%	-3.7%	-6.2%	Nc1ccc(C(=O)Nc2ccco2)cc1
.	-1.4%	.	2.0%[12.7 µM]	.	7.7%[60.1 µM]	3.0%	.	.	O=C(c1cccc(F)c1)N1CCC2(CCCN(Cc3nccs3)C2)CC1
-2.7%	-3.2%	-0.5%	2.51µM*	-18.4%	-13.7%	-7.2%	15.1%	6.5%	Cc1ccc(-c2cc(-c3ccc(F)cc3)nc(N)c2C#N)o1
4.3%	4.9%	-10.1%	-3.7%	12.5%	-11.7%	2.9%	-5.5%	8.5%	CCCCOC(=O)NC1(C)CCS(=O)(=O)C1 (configuration not stated)
2.5%	0.1%	?	-16.4%	0.9%	-18.7%	14.3%	-9.0%	11.8%	Cc1cccc(C)c1NC(=O)COC(=O)c1ccc(N2CCCC2)c([N+](=O)[O-])c1
18.0%	-6.6%	-5.9%	75.4%[activator][59 µM]	-23.5%	-22.5%	.	-10.5%	-1.1%	CCc1ccc(OC(C)C(=O)Nc2c(C(=O)c3ccccc3)oc3ccccc23)cc1 (configuration not stated)
1.4%	.	-8.0%	6.8%[12.7 µM]	.	-8.4%	17.4%	.	-3.0%	CN(CC(=O)Nc1ccccc1Br)C(=O)c1cccc(S(=O)(=O)NCc2ccccc2)c1
9.4%	.	1.6%	?	.	-9.2%	-9.7%	.	10.6%	O=C(Nc1ccc(F)cc1Cl)c1ccc2c(=O)n3c(nc2c1)CCC3
-5.3%	1.8%	-2.7%	.	20.0%	4.0%	-15.9%	-10.5%	15.2%	Cn1c(CCN2CCOCC2)nc2cc(NC(=O)COc3ccc([N+](=O)[O-])cc3)ccc21
-7.3%	-3.1%	-12.2%	?	32.7%	-7.5%	4.9%	-0.9%	19.7%	Cc1ccc(N(C(=O)c2ccco2)C(C(=O)NC2CCCC2)c2ccco2)c(C)c1 (configuration not stated)
-4.1%	3.4%	-6.6%	-8.1%	4.4%	0.2%	10.8%	-1.0%	?	COc1ccc(S(=O)(=O)Nc2cccc(F)c2C)cc1C(=O)N1CCOCC1
-2.6%	1.5%	-24.0%	-16.4%[59 µM]	37.2%	-4.0%	-2.1%	-4.2%	1.4%	CCc1nc(CN2CCN(c3ccc(C(F)(F)F)cn3)CC2)c(C)[nH]1
11.2%	-1.4%	-3.5%	23.7%	52.2%	-8.6%	-4.2%	-5.4%	32.8%[activator]	O=C(NCc1ccc2c(c1)OCO2)C1CCCN1C(=O)Nc1ccc(Cl)cc1 (configuration not stated)
-9.2%	-0.7%	-2.4%	-13.4%[59 µM]	28.0%	-16.4%	9.1%	-13.3%	-4.6%[58.9 µM]	CCOC(=O)C1C(c2ccccc2Cl)NC(=O)N(C)C1(O)C(F)(F)F (configuration not stated)
-37.7%	-1.8%	-25.5%	2.82µM*	-15.2%	-2.4%	3.9%	-2.2%	41.9%[activator]	O=C(CSc1nc2ccccc2s1)Nc1ccc(Cl)c(C(=O)O)c1
-9.3%	0.7%	1.3%	-2.2%[59 µM]	26.3%	10.8%	.	-5.7%	1.9%	COc1ccc(C2c3cc(OC)c(OC)cc3CC(=O)N2c2cccc(C#N)c2)cc1 (configuration not stated)
-29.0%	.	-17.4%	0.1%[0.501 µM]	.	-4.8%	19.3%	.	27.9%	CC1C(=O)N2CCCc3cc(NC(=O)C(=O)NCCc4ccccc4)cc1c32 (configuration not stated)
-1.9%	-3.6%	-7.9%	?	7.5%	-10.1%	12.2%	-3.5%	-22.0%[58.9 µM]	C=CCOC(=O)C1=C(C)OC(N)=C(C#N)C1c1ccoc1 (configuration not stated)
-15.0%	-1.4%	-16.7%	0.1%	5.8%	-5.6%	2.4%	-5.5%	-25.5%	CC(C)[C@H](NC(=O)C1CCCC1)c1nc2ccccc2[nH]1

This is a subset; count on the stated rates, not on these rows.
